TRPC4 agonist: activators of mouse TRPC4 channel | actives 0.49% (n = 310,000) | Q9QUQ5 | B-score at 10 µM | AID 2237 | HEK293 TRPC4beta/mu-opioid, Fluo4 calcium fluorescence; hits give high values;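 active means B-score above 5 SD of library B-scores, and initial fluorescence ratio not above library mean plus 5 SD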;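 further: positive B-score marks a calcium rise read as TRPC4 activation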
Target sequence (Q9QUQ5 whole entry, looked up): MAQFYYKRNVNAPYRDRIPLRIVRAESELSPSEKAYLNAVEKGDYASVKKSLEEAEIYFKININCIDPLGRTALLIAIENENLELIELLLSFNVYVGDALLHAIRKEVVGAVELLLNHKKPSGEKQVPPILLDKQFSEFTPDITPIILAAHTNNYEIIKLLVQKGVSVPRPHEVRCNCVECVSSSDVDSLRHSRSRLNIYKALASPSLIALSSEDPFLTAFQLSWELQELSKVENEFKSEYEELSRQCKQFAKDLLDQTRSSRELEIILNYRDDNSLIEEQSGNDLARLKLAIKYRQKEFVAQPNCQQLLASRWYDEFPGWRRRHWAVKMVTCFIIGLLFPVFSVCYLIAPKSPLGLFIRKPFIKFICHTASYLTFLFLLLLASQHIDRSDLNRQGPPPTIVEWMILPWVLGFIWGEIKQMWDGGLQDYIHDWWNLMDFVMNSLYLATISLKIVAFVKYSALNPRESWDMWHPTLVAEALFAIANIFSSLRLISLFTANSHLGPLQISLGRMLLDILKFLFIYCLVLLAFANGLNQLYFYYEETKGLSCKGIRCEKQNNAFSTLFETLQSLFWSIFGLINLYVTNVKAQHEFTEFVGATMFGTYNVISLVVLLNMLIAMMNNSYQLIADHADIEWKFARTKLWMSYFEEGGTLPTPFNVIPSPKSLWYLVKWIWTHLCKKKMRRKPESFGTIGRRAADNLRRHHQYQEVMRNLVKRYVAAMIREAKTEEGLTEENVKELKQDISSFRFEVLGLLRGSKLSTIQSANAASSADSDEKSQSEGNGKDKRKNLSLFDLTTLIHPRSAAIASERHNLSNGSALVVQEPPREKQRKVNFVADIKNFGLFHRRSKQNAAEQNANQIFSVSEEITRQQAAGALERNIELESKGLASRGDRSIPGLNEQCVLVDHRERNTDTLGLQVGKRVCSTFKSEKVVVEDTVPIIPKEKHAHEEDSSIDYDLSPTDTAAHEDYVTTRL
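System – HEK293 cells stably co-expressing mouse TRPC4beta and mu-opioid receptor · Signal – Fluo4 calcium-sensitive dye fluorescence, kinetic, 1 Hz baseline · Benchmarks – buffer (low) and maximal DAMGO (high) · Read-out – B score of integrated fluorescence ratio per well · Incubation – dye loading 45 min room temperature, 110 s kinetic read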
PolyA inh: blocks polyadenylation in yeast reporter cells | calls only at 12 µM | actives 0.02% (n = 300,000) | S. cerevisiae SKY197-pL101 polyadenylation reporter, beta-gal luminescence; efflux-impaired pdr1/pdr3 knockout yeast; score 100 = 6 SD above DMSO;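 active means lowest replicate activity score at least 50, where 100 means six control SD above control mean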;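 further: yeast exposed to compound for 9 h at 30 °C; higher score means more reporter readthrough which indicates perturbed polyadenylation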
MrgX1 agonist: activates human MrgX1 receptor signaling; Q96LB2; MrgX1-HEK293 cells, Fluo-4 calcium fluorescence, agonist mode; hits give high values; B-score at 10 µM; actives 0.44% (n = 310,000); AID 588627;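 active means calcium response B-score plate-corrected fluorescence ratio at least 3 library SD, with starting fluorescence B-score inside 5 SD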
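Material: MrgX1-expressing HEK293 cells; input: 15,000 cells per well; doses: test compound given as first of three sequential additions; schedule: overnight plating before 1 h dye loading; technique: Fluo-4 NW calcium-flux fluorescence, kinetic read; evaluation: baseline-normalised fluorescence change ratio, B-scored; control set: plate-wise positive and negative controls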
TRPC4 inh: blocks the mouse TRPC4 cation channel; HEK293 TRPC4beta/mu-opioid, DAMGO-evoked Fluo4 calcium flux; hits give low values; B-score at 10 µM; actives 0.39% (n = 300,000); Q9QUQ5;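 active means B-score over 3 SD under the library average, no early fluorescence shift, positive overall ratio signal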
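Material: HEK293 cells with stable TRPC4beta plus mu-opioid receptor expression / Probe or stimulus: DAMGO in two steps, submaximal then maximal / Compound: single concentration per test compound / Technique: kinetic Fluo4 fluorescence imaging of calcium influx / Read-out: per-well B score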
TRPC6 act: activates the mouse TRPC6 cation channel; Q61143; HEK293-TRPC6 membrane potential dye fluorescence; hits give high values; B-score at 10 µM; actives 0.13% (n = 310,000);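 active means B-score of the integrated fluorescence ratio above library mean plus 3 SD, and starting fluorescence ratio within library mean plus 5 SD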;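 further: higher score means more depolarization so channel activation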
TRPC6 inhibitor: blocks the mouse TRPC6 cation channel | B-score at 10 µM | HEK293-TRPC6, membrane potential dye, ACh-evoked depolarization; hits give low values | actives 1.1% (n = 310,000);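 active means B-score under library mean minus 3 SD, initial fluorescence not abnormally high, positive integrated signal ratio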;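 further: B-score derived from integrated fluorescence ratio over the kinetic read; more negative B-score means stronger inhibition of depolarization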
MrgX1 antag: blocks BAM8-22 activation of human MrgX1 receptor | Q96LB2 | MRGX1-HEK293 calcium flux, Fluo-4, BAM8-22 antagonism; hits give low values | B-score at 10 µM | actives 1.3% (n = 310,000) | AID 588676;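 active means calcium-response B-score plate-corrected more than 3 library SD below zero, starting fluorescence within 5 deviations, no agonist response on first addition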;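 further: peak minus trough fluorescence over baseline after final BAM8-22 challenge near maximal dose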
MrgX1 allo act: allosterically activates human MrgX1 receptor signaling; MrgX1-HEK293, Fluo-4 calcium flux, FDSS; hits give high values; actives 0.63% (n = 310,000); B-score at 10 µM; AID 588675;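 active means plate-corrected calcium response at least 3 library SD above typical, normal starting fluorescence, not activating the receptor alone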;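 further: compound read alongside a low EC10 to EC30 dose of BAM8-22 agonist; peak minus trough fluorescence over baseline measured at the second addition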
TRPC4 potent: allosteric potentiators of mouse TRPC4 channel; B-score at 10 µM; HEK293 TRPC4beta/mu-opioid, DAMGO EC20, Fluo-4 Ca2+ flux; hits give high values; actives 0.42% (n = 310,000); Q9QUQ5;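 active means B-score of calcium response area above 5 SD of library B-scores, with initial fluorescence ratio within 5 SD of library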;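 further: B-score of integrated fluorescence ratio over time as area under calcium response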
AI-2 QS mod: modulates the Vibrio harveyi AI-2 quorum sensing system; actives 0.4% (n = 300,000); Vibrio harveyi JMH597 AI-2 luminescence/OD600 ratio, 9 h; hits give low values; strain lacks LuxN and CqsS sensors; 0 = neutral-control median; AID 2094; activity change, % at 7.5 µM; in the data active means activity change below about -75%, passing the limit was not always enough;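 further: luminescence divided by OD600 gain over 9 h not by final OD600 alone; inactives centre near 13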
HIF act: HIF pathway transcriptional activation | U2OS HRE-luciferase reporter, luminescence; normalized: DMSO 0%, desferrioxamine 100% | activation, % at 7.5 µM (by protocol) | actives 0.32% (n = 300,000);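 active means mean activation of at least 10% of the iron chelator positive control signal, with at least half of replicates also reaching 10%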
* = called active by the depositor; i = inactive; . = no result given. Not all compounds are listed (hit frequency here may not be typical).

The line under a structure holds: TRPC4 agonist, PolyA inh, MrgX1 agonist, TRPC4 inh, TRPC6 act, TRPC6 inhibitor, MrgX1 antag, MrgX1 allo act, TRPC4 potent, AI-2 QS mod, HIF act
> O=C(Nc1ccc2c(c1)OCCO2)c1ccc(Cl)cc1Cl
  i, i, i, i, i, i, i, i, i, -5, -31
> Cc1noc(C)c1CSCC(=O)N(C)CC(=O)Nc1ccccc1Br
  i, i, i, i, i, i, i, i, i, 5, 0.2
> COc1cc(/C=C(/C#N)C(=O)NCc2ccccc2)cc(OC)c1OC
  i, i, i, i, i, i, i, 36*, i, 12, -3.4
> Clc1ccc(-c2nc(N3CCCCC3)nc3ccccc23)cc1
  i, ., i, i, i, i, i, i, i, ., 0.2
> CC(C)Oc1ccc(S(=O)(=O)N2CCCCC2)cc1NC(=O)CC1OC(=O)c2ccccc21 (configuration not stated)
  i, i, i, i, i, i, i, i, i, ., -0.4
> Cc1ccccc1NS(=O)(=O)c1cc2c3c(c1)CC(=O)N3CCC2
  i, i, i, i, i, i, i, i, i, 11, -0.2
> O=C(Nc1cc(F)ccc1F)C1CCCN1S(=O)(=O)c1cccc2nsnc12 (configuration not stated)
  i, i, i, i, i, i, i, i, i, 15, 0.3
> O=C(NC1CC1)C1=C[C@@H](c2ccc(C(F)(F)F)cc2)C[C@@H](OCCCCO)O1
  i, i, i, i, i, i, i, i, i, 7, 0.8
> N#C/C(=C(/O)CCl)c1nc(-c2ccccc2)cs1
  i, i, i, i, i, i, -6.1*, i, i, 24, 0.7
> CCn1cc(Cl)c(C(=O)NNC(=O)CCn2cc([N+](=O)[O-])cn2)n1
  i, i, i, i, i, i, i, i, i, 2, 0.7
> Cc1cccc2cc(CN(C(=O)c3cccs3)c3ccccc3)c(=O)[nH]c12
  i, i, i, i, i, i, i, i, i, 5, 0.2
> CC(CCc1ccccc1)NC(=O)c1ccc(-n2cncn2)c([N+](=O)[O-])c1 (configuration not stated)
  i, i, i, i, i, i, i, i, i, 24, 0.2
> CN(C)/C=C(/C(=O)c1ccc(F)cc1)S(=O)(=O)c1ccc(F)cc1
  i, i, i, i, i, i, i, i, i, 14, 0.3
> COc1ccc(OC)c(C(=O)c2coc3ccc(OCC(=O)O)cc23)c1
  i, i, i, i, i, i, i, i, i, 14, -0.5
> O=C(OCC(=O)N1CCN(S(=O)(=O)c2ccc(Cl)cc2)CC1)c1cc(Br)ccc1O
  i, i, i, i, i, i, i, i, i, -1, -0.2
> COC(=O)c1c(C)[nH]c(C(=O)C(C)Sc2nnc(-c3cc(OC)c(OC)c(OC)c3)o2)c1C (configuration not stated)
  i, i, i, i, i, i, i, i, i, 11, -0.1
> Cc1ccccc1-n1nc2c(c1NC(=O)c1cc3ccccc3oc1=O)CS(=O)(=O)C2
  i, i, i, i, i, i, i, i, i, ., -0.4
> O=C(CN1CCN(C(=O)c2ccco2)CC1)Nc1ccc2c(c1)OCO2
  i, i, i, i, i, i, i, i, i, 22, 0.2
> CCOC(=O)n1c(O)c(N=NC(N)=S)c2cc(C)ccc21
  i, i, i, i, i, i, i, i, i, 14, 0.5
> O=C(N1CCOCC1)N1CCN(S(=O)(=O)c2ccc(F)cc2)CC1
  i, i, i, i, i, i, i, i, i, 1, -0.7
> Cc1ccc(C)c(Nc2cc(C(=O)NCc3cccnc3)c3ccccc3n2)c1
  i, i, i, i, i, i, i, i, i, 12, -0.1
> COc1ccc(/C=N/Nc2nc(C)cc(-c3ccccc3)n2)cc1OC
  i, i, i, i, i, i, i, i, i, 7, -0.3
> Cc1cc(Br)ccc1NC(=O)c1ccccc1-c1ccccc1
  i, i, i, i, i, i, i, i, i, 27, -0.8
> CCN(CC)C(=O)c1sc2nc(-c3cccs3)cc(-c3ccc(Cl)cc3)c2c1N
  i, i, i, i, i, i, i, i, i, 21, 0.1
> COc1ccc([N+](=O)[O-])cc1NC(=O)C(C)OC(=O)/C=C/c1ccco1 (configuration not stated)
  i, i, i, i, i, i, i, i, i, 27, -0.4
> O=C(NCc1ccccc1)[C@@H]1C[C@H]1[C@@H](NP(=O)(c1ccccc1)c1ccccc1)c1ccccc1
  i, i, i, i, i, i, i, i, i, 25, -0.4
> O=C(CNS(=O)(=O)c1ccccc1)NCc1ccccn1
  i, i, i, i, i, i, i, i, i, 24, 0.3
> Cc1c(NC(=S)NC(=O)C(C)(C)C)c(=O)n(-c2ccccc2)n1C
  i, i, i, i, i, i, i, i, i, 14, 0.0
> Cc1sc2ncn(CC(=O)N3CCC(C(N)=O)CC3)c(=O)c2c1S(=O)(=O)N1CCOCC1
  i, i, i, i, i, i, i, i, i, ., -0.4
> CCOc1cccc(C(=O)Nc2ccc(NC(=O)c3cc4ccccc4o3)c(OC)c2)c1
  i, i, i, i, i, i, i, i, i, 3, 0.0
> CCN(CC)CC(=O)Nc1sc(C)cc1C(=O)c1ccccc1
  i, i, i, i, i, i, i, i, i, 19, -0.9
> Cc1cc(C)c(C(=O)N2CCCC(N3CCN(c4cccc(C(F)(F)F)c4)CC3)C2)o1 (configuration not stated)
  i, i, i, i, i, i, i, i, i, 0, 135*
> Cc1cnc(NC(=O)CSc2nnc(-c3ccccc3)n2Cc2ccccc2)s1
  i, i, i, i, i, i, i, i, i, 4, 0.2
> CCOC(=O)C1(CCCc2ccccc2)CCN(C(=O)CCC2=NNC(=O)CC2)CC1
  i, i, i, i, i, i, i, i, i, 3, -0.4
> CC(=O)Nc1nc2ccc(S(=O)(=O)N3CCCC3)cc2s1
  i, i, i, i, i, i, i, i, i, 29, -0.3
> COCCNCC#CCOc1ccc(OC)cc1
  i, i, i, i, i, i, i, i, i, 14, -0.1
> CCOc1ccccc1NS(=O)(=O)c1cccs1
  i, i, i, i, i, i, i, i, i, 13, 0.4
> CC(=O)c1c(C)[nH]c(C(=O)OCc2cccc(Cl)c2)c1C
  i, i, i, i, i, i, i, i, i, 3, 2.6
> COc1ccc(C(=O)ON=C2CCN(c3ccc([N+](=O)[O-])cc3)CC2)cc1
  i, i, i, i, i, i, i, i, i, 22, -0.4
> O=C(CN1C(=O)CCC1=O)Nc1ccc(Br)cc1
  i, i, i, i, i, i, i, i, i, 8, -0.3
> COc1ccc(CCNC(=O)c2n[nH]c(=O)c3ccccc23)cc1
  i, i, i, i, i, i, i, i, i, 24, -0.6
> Cc1cc(C)cc(N(CC(=O)NC2CCCCCC2)S(=O)(=O)c2c(C)[nH]c(=O)[nH]c2=O)c1
  i, i, i, i, i, i, i, i, i, 20, 0.1
> CCCN1C(=O)/C(=C2/C=Cc3ccccc3N2CC)SC1=S
  i, i, i, i, i, i, i, i, i, 19, -0.7
> Cc1cccc(NC(=O)c2ccccc2C(=O)Nc2cccc(C)c2)c1
  i, i, i, i, i, i, i, i, i, 33, -0.2
> Cc1oc(-c2ccccc2F)nc1CN1CCC(C(=O)NCCC2=CCCCC2)CC1
  i, i, i, i, i, i, i, i, i, 13, -0.1
> CCN(CC)S(=O)(=O)c1cccc(NC(=O)COC(=O)c2ccc(Br)o2)c1
  i, i, i, i, i, i, i, i, i, 15, 2.1
> O=C(NCc1ccccn1)Nc1ccc(Cl)c(Cl)c1
  i, i, i, i, i, i, i, i, i, -67, 0.7
> Cc1cccc(C)c1NC(=O)NC1(C(=O)N2CCCCC2)CCCCC1
  i, i, i, i, i, i, i, i, i, 17, -0.3
> O=C(CCC(=O)c1ccc(F)cc1)OC1CCOC1=O (configuration not stated)
  i, i, i, i, i, i, i, i, i, 19, -0.4
> Cn1ncc(Cl)c1C(=O)N1CCN(c2ncccn2)CC1
  i, i, i, i, i, i, i, i, i, 23, 0.1
> Cc1cnc(C(=O)Nc2ccccc2-n2cccc2)cn1
  i, ., i, i, i, i, i, i, i, 34, -2.0
> O=C(CCSc1nnc(-c2ccncc2)o1)Nc1ccc(Cl)cc1
  i, i, i, i, i, i, i, i, i, 45, -0.1
> O=Cc1c(-c2ccc(F)cc2)nc2ccccn12
  i, i, i, i, i, i, i, i, i, 41, 1.1
> CCN(CC)C1CCCCC1NS(=O)(=O)c1ccc(Cl)cc1 (configuration not stated)
  i, i, i, i, i, i, i, i, i, 16, 0.1
> Cc1nnc(NC(=O)Cn2nc(C)c3ccccc3c2=O)s1
  i, i, i, i, i, i, i, i, i, -90*, 0.1
> CCCc1ccc(-c2cc(NC(=O)CSc3nnc(N)s3)n(-c3ccccc3)n2)cc1
  i, i, i, i, i, i, i, i, i, 39, 1.7
> CCNC(=S)N/N=C(\C)c1cccc(OC)c1
  i, i, i, i, i, i, i, i, i, 0, 0.0
> COc1ccc(CN2CCNC(=O)C2CC(=O)N(C)Cc2nccs2)cc1OC (configuration not stated)
  i, i, i, i, i, i, i, i, i, 19, -0.3
> NS(=O)(=O)c1ccc(CNC(=O)C(c2ccccc2)c2ccccc2)cc1
  i, i, i, i, i, i, i, i, i, 14, 1.1
> CCN1CCN(Cc2ccc(NC(=O)c3ccc(C)c(NC(=O)c4csc(-c5ccncc5)n4)c3)cc2C(F)(F)F)CC1
  i, i, i, i, i, i, i, i, i, -1, 0.3
> COc1cccc(NC(=O)CN2C(=O)NC(C)(CCC(C)C)C2=O)c1 (configuration not stated)
  i, i, i, i, i, i, i, i, i, 6, 1.1
> O=[N+]([O-])c1ccc(-c2cnc(NO)nc2)cc1
  i, i, i, i, i, i, i, i, i, 7, 1.5
> NCCCC[C@H]1CN=C(N)N1CCC12CC3CC(CC(C3)C1)C2
  i, i, i, i, i, i, i, i, i, 18, 1.1

Screening results from PubChem.
